From PubChem
IMPase cell inh: cell-permeable inhibitors of inositol monophosphatase (IMPase) | P97697 | CHO-M1 cells, IP1 accumulation, HTRF TR-FRET ratio | inhibition (IP1 accumulation), % at 46.1 µM | 120,000 tested, under 10 active; active means well fitted curve in the direction sought with a large enough effect in the signal ratio, not every such curve was filed as active; inconclusive means small, poorly fitted or top-dose-only effect, or a change in a side signal; inactive means no such curve, though single readings can be large or run the other way; the % refers to the signal ratio;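 further: cells stimulated with carbachol in lithium chloride buffer; plate controls were DMSO basal wells for no effect and reference inhibitor wells for full effect; higher means more IMPase inhibition seen as more IP1 and lower FRET ratio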
Target sequence (P97697 whole entry, looked up): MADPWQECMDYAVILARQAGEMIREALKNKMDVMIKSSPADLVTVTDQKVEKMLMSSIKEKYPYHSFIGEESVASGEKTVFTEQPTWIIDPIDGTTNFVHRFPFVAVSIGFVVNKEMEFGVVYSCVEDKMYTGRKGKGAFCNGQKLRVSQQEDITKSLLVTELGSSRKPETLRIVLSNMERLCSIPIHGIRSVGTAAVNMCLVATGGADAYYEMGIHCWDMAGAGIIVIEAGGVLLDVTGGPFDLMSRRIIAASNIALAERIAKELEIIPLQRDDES
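In this qHTS, compounds (final up to 46 uM) act on CHO-M1 cells that are then activated through the M1 receptor with carbachol, in pH 7.4 buffer containing 50 mM LiCl, for 30 min. IP1 accumulation is quantified by the IP-One immunoassay.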
12-hLO inh: blocks human 12-lipoxygenase activity. P18054. purified 12-hLO, xylenol orange hydroperoxide absorbance. AID 1452. Potency, µM (highest dose often 57.1 µM), without a hit: top-dose activity change, negative = inhibition, actives largely listed as inhibitors. hit rate 0.12% among 150,000; further: potency means the concentration at half of the fitted maximal effect; nearly all actives have a fitted effect of over 55% in size; many of its hits are not listed in these tables
Target sequence (P18054 whole entry, looked up): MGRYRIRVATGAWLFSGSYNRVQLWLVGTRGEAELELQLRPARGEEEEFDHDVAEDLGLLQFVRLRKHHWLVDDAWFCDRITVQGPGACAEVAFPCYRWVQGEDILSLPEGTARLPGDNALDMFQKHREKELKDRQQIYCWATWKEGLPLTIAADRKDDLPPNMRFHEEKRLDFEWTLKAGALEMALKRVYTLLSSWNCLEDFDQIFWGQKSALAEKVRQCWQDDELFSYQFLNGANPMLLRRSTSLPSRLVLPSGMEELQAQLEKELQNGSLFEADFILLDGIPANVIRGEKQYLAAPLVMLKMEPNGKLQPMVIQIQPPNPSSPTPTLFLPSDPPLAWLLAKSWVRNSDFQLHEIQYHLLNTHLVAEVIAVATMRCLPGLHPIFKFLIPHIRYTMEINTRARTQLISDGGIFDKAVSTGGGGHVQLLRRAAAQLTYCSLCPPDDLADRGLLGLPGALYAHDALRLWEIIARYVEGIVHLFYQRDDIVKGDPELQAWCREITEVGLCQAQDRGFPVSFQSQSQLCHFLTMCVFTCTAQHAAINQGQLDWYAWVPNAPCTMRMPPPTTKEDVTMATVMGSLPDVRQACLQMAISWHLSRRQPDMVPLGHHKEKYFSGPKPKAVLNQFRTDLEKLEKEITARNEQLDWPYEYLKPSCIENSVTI
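150 nM 12hLO, 25 mM Hepes pH 7.0 + 0.01% Triton X-100; cpd preinc 15 min RT; 40 uM arachidonic acid, 30 min RT; Fe-XO 30 min; A573/A405 ratio as read-out.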
15-hLO-2 inh: 15-hLO-2 (ALOX15B) enzyme inhibition. hit rate 0.56% among 110,000. purified 15hLO-2, xylenol orange hydroperoxide absorbance. Potency, µM (highest dose often 57.1 µM), for the others: at the top dose activity change, negative = inhibition, actives largely listed as inhibitors. AID 881; further: potency means the concentration at half of the fitted maximal effect; nearly all actives have a fitted effect of over 60% in size; many of its hits are not listed in these tables
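Screening format was qHTS against 50 nM purified 15hLO-2 in Hepes pH 7.5 with detergent. Activity follows hydroperoxide formation from 45 uM arachidonic acid, measured as 573:405 nm absorbance ratio of the ferric-xylenol orange complex.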
PNC inhibitor: inhibitors of perinucleolar compartment assembly; hit rate 3.1% among 140,000; PC3M PTB-GFP, PNC prevalence imaging, 16 h; active compounds read low; activity change (PNC), negative = inhibition, % at 10 µM;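 active means readout at or below -70, meaning at least 70% loss of cells showing the perinucleolar compartment, a nuclear body marking cancer cells; inconclusive means readout between -30 and a set limit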;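 further: plate controls were DMSO wells for no effect and camptothecin positive control wells for full effect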
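PC3M cells stably expressing PTB-GFP, 750–1000 cells/well, treated 16 h at 37 °C with compound (23 nl of library stock), in duplicate. After paraformaldehyde fixation and Hoechst stain, imaged at 20x; PNC prevalence scored by image analysis.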
An asterisk follows results filed as active; ? = inconclusive; · = not tested or not shown; [ ] = dose if it differs, or a comment. Unless noted, the call rests on the fitted dose curve; in most records, active means well fitted curve in the direction sought with a large enough effect; inconclusive means small, poorly fitted or top-dose-only effect, or another doubt; inactive means no such curve, though single readings can be large; an effect the other way counts as inactive or inconclusive. Unless noted, on the % scale 0 is the no-effect control and ±100 the full control effect. A portion of the library; the hit share may differ from the screen's.

Each structure is followed by: IMPase cell inh, 12-hLO inh, 15-hLO-2 inh, PNC inhibitor
- COc1ccc(Cl)cc1NC(=O)C1CC(=O)N(c2ccc(F)cc2)C1 (configuration not stated)
    -7, -8%, 0%[2.29 µM], 14
- COc1ccc(C(=O)C(OC(=O)CNC(=O)c2ccco2)c2ccccc2)cc1 (configuration not stated)
    1, -4%, -19%, 7
- Clc1ccccc1-c1nc2ccccc2c2nncn12
    5, 2%, -2%, 40
- COc1cccc(NC(=O)c2cc(CN3C(=O)c4ccccc4C3=O)ccc2OC)c1
    ·, -1%, ·, -14
- O=C(CCn1c(=O)c2ccccc2n(CC(=O)NC2CCCC2)c1=O)NCc1ccco1
    0, 0%, -1%, -11
- Cc1nc2ccccc2c(=O)[nH]1
    -7, 2%, -3%, 19
- O[C@@](CCN1CCCCC1)(c1ccccc1)[C@@H]1C[C@H]2C=C[C@@H]1C2
    22[20.6 µM], -1%[25.6 µM], 11%[25.6 µM], ·
- Cc1nnc2c(Oc3ccccc3)nc3ccccc3n12
    13, 0%, 0%, -25
- N#Cc1c(NC(=O)CSc2nnc(-c3ccco3)n2-c2ccccc2)sc2c1CCC2
    1, 0%, -12%, ?
- COC(=O)CSc1nnc(-c2ccco2)n1-c1ccc(C)cc1
    2, 8%, -5%, 17
- Cc1cc(C)n2c3c(c(C#N)c2n1)CC(C)(C)OC3
    -5, -6%, -9%, 34
- COc1ccc(NC(=O)C2OC3OC(C)(C)OC3C3OC(C)(C)OC23)cc1 (configuration not stated)
    -17, 6%, 0%, ?
- CCOC(=O)C(NC(C)=O)(Nc1ccc(S(=O)(=O)Nc2cc(C)nc(C)n2)cc1)C(F)(F)F (configuration not stated)
    ?, -4%, -9%, ?
- NC(=O)c1nsc(C(=O)N(CC(=O)NCc2ccc3c(c2)OCO3)C2CCCCC2)c1N
    3, -13%, 0%, 0
- COc1ccc(C2CC(=O)c3c(O)cc(O)cc3O2)cc1O (configuration not stated)
    ·, -9%, -20%, ·
- Cc1c(NC(=O)/C(C#N)=C/c2ccc(-c3ccc(Cl)cc3)o2)c(=O)n(-c2ccccc2)n1C
    4, -22%, ·, 36
- CC1(C)COC(/C=C/c2ccc([N+](=O)[O-])cc2)=N1
    ·, -3%, ·, -12
- COc1cccc(CNc2ncnc3cc(OC)c(OC)cc23)c1
    6[1.84 µM], 2%, 1%[11.4 µM], 51
- O=C(NN1CCOCC1)c1cc(-c2ccccc2)nc2ccccc12
    -1, -1%, -8%, -7
- CN(C)c1ccc(/C=N/NC(=O)c2ccco2)cc1
    17, -6%, ·, ?
- CN(C#N)c1nc(Cl)nc(Nc2cccc(Cl)c2)n1
    9, 3%, ·, ?
- COCn1c(-c2ccc(OC)cc2)nc2ccccc21
    ?, 2%, ·, 71
- COc1ccc(CNC(=O)Nc2cccs2)cc1OC
    -3, 3%, ·, 18
- N/C(=N\OC(=O)CCC1CCCCC1)c1cccc([N+](=O)[O-])c1
    6, -8%, 7%, 82
- COc1ccc(-n2cnc(N)c2C(=O)c2cccc([N+](=O)[O-])c2)cc1
    ·, -2%, ·, ?
- CCC(C)(C)NC(=O)C(c1ccncc1)N(Cc1ccc(C)cc1)C(=O)c1csnn1 (configuration not stated)
    -5, -3%, ·, ?
- Cc1nc2ccc(NC(=O)CCS(=O)(=O)c3ccccc3)cc2s1
    ·, -2%, ·, -24
- CC(=O)Nc1ccc(-c2cn3cc(C)ccc3n2)cc1
    ·, -2%, ·, 13
- CCCCCCCC/C=C\CCCCCCCC(=O)N[C@@H](CO)Cc1ccc(O)cc1
    0, -9%, -7%, ·
- Cc1cccc2[nH]c3c(N4CCN(C(=O)c5ccco5)CC4)ncnc3c12
    8, -6%, 19%, -6
- O=C(Cn1c(=O)n(CC(=O)NCc2ccccc2)c2ccccc21)NCc1ccccc1
    3, 2%, ·, 4
- O=C(Nc1ccon1)C(Sc1ccccc1)c1ccccc1 (configuration not stated)
    1, -5%, -5%, 5
- COCCCNC(=S)NNC(=O)Cn1nc(C)c(Br)c1C
    -8, -6%, ·, -25
- COc1cc(/C=N/NC(=O)CN2CCCCC2)ccc1OCc1ccccc1
    ·, 6%, ·, 7
- CCn1c(CNC(=O)c2ccc(OC)cc2)nnc1SC
    4, 1%, 6%, 23
- CSc1cccc(NC(=O)CCC(=O)O)c1
    ·, 3%, ·, 3
- CCCN(N=Nc1cccc([N+](=O)[O-])c1)c1cccc([N+](=O)[O-])c1
    1, -6%, -14%, 35
- CCn1c(SCC(=O)Nc2ccc(OC)c(OC)c2)nnc1-c1c[nH]c2ccccc12
    1, 0%, 1%, -8
- CCCOc1ccc(Cc2nc(N)nc(N)n2)cc1
    -9, 1%, 5%, -11
- O=C(NCC(=O)N(Cc1ccco1)C(C(=O)NC1CCCCC1)c1cccnc1)c1cccs1 (configuration not stated)
    -5, -2%, 0%, ?
- ONC=Nc1cccc2nonc12
    3, -3%, -2%, -13
- COCCN(CCOC)c1nc(C)nc2c1nc(-c1ccccc1)n2CCN(C)C
    ·, 0%, 29%, ·
- O=C(O)CSc1ncnc2nc[nH]c12
    0, -2%, -2%, 24
- CNC(=O)COC(=O)c1cc(NC(=O)c2ccco2)c(OC)c(OC)c1
    -3, -2%, -2%, ?
- COc1ccc(OCCCON2C(=O)c3ccccc3C2=O)cc1
    5, 3%, -7%, 1
- CC(=O)N(CC1CCCO1)c1nnc(-c2cnccn2)s1 (configuration not stated)
    3, 6%, -1%, 17
- CCN(CC)c1nc(OC)nc(-n2nnc(C(C)=O)c2C)n1
    12, 0%, -14%, 23
- COCCNC(=O)Cn1c(=O)n(Cc2ccc(C(=O)NCc3ccco3)cc2)c(=O)c2ccccc21
    ·, 4%, ·, ?
- NS(=O)(=O)c1ccc(CCNC(=O)CCCC2=NS(=O)(=O)c3ccccc3N2)cc1
    1, -8%, -5%, 24
- O=C(Nc1cnn(Cc2ccccc2)c1)NC12CC3CC(CC(C3)C1)C2
    3, -7%, 4%, 40
- Cc1ccc(C)c(/C(O)=C2\C(=O)C(=O)N(Cc3cccnc3)C2c2cccnc2)c1 (configuration not stated)
    -24, -11%, 1%, 5
- Cc1cc(NC(=O)c2ccc3c(c2)C(=O)N(CCC(C)C)C3=O)no1
    15, -8%, -6%, -9
- CS(=O)(=O)c1nc(-c2ccccc2)cc(-c2ccccc2)c1C#N
    9, -7%, -2%, 16
- CC(NCC(O)COCc1cccs1)C1CC2CCC1C2 (configuration not stated)
    5, 2%, 4%, 7
- O=C(CSc1nc(-c2ccco2)cc(C(F)(F)F)n1)Nc1ccc(C(=O)N2CCCCC2)cc1
    8, -1%, -3%, -16
- O=C(Nc1cccc(F)c1)N1CC2(CCN(C(=O)c3ccco3)CC2)C1
    ·, 2%, 7%, ·
- O=C(CCNC(=O)Cn1ccc2ccccc2c1=O)NCCc1ccc(Cl)cc1
    ·, -4%, ·, -14
- O=C(c1ccccc1)N1CCN(C(=O)c2ccc(OC(F)(F)F)cc2)CC1
    5, 3%, 2%, ?
- CN(C)S(=O)(=O)c1cccc(C(=O)N(Cc2ccc(F)cc2)Cc2ccco2)c1
    15, -11%, -10%, -24
- CCOC(=O)C1CCN(c2cc(=O)n(-c3ccc(OC)cc3)c(=O)[nH]2)CC1
    -7, -4%, 0%, 25

Reprinted from the part before: 5 entries, then new ones.
Each structure is followed by: IMPase cell inh, 12-hLO inh, 15-hLO-2 inh, PNC inhibitor
- O=C(Nc1cccc(F)c1)N1CC2(CCN(C(=O)c3ccco3)CC2)C1
    ·, 2%, 7%, ·
- O=C(CCNC(=O)Cn1ccc2ccccc2c1=O)NCCc1ccc(Cl)cc1
    ·, -4%, ·, -14
- O=C(c1ccccc1)N1CCN(C(=O)c2ccc(OC(F)(F)F)cc2)CC1
    5, 3%, 2%, ?
- CN(C)S(=O)(=O)c1cccc(C(=O)N(Cc2ccc(F)cc2)Cc2ccco2)c1
    15, -11%, -10%, -24
- CCOC(=O)C1CCN(c2cc(=O)n(-c3ccc(OC)cc3)c(=O)[nH]2)CC1
    -7, -4%, 0%, 25
- CCCn1c(C)cc(C(=O)COC(=O)c2ccc[nH]c2=O)c1C
    ·, 2%, ·, 2
- COc1ccc(/C(N)=N/OC(=O)C2CCC(=O)N2S(=O)(=O)c2ccc(C)cc2)cc1 (configuration not stated)
    ·, -4%, ·, -89*
- CCOC(=O)c1cc(CC)sc1NC(=O)C(c1ccccc1)c1ccccc1
    4, 4%, 15%, 56
- NC(=O)COC(=O)c1ccc(Oc2ccccc2)cc1
    ?, -1%, -5%, -15
- CCN=C1S/C(=C\c2cc(OCC)c(O)cc2Br)C(=O)N1CC
    ·, -6%, ·, ?
- COc1ccc(C2CC(c3ccc(Br)cc3)=NN2C(=O)c2cccnc2)cc1 (configuration not stated)
    0, -9%, ·, -24
- CCOC(=O)/C(N=Nc1ccc(F)cc1)=C(/O)c1ccc([N+](=O)[O-])cc1
    4, -6%, -12%, 39
- N/C(=N\OC(=O)/C=C/c1ccc(Br)cc1)c1ccccn1
    ·, 0%, ·, 51
- Cc1cccc(N2C(=O)C3C4CC(C(Br)C4Br)C3C2=O)n1 (configuration not stated)
    4, -6%, 3%, ?
- CC1CC(C)(C)NCc2ccccc21 (configuration not stated)
    ?, -5%, 2%, 4
- Cc1ccccc1N1C(=O)N(c2cccc(C(F)(F)F)c2)C2CS(=O)(=O)CC21 (configuration not stated)
    6, -6%, 1%, 9
- Cc1oc(-c2ccccc2F)nc1CS(=O)(=O)CC(=O)N1CCOCC1
    ?, -2%, 1%, -12
- Cc1ccc(C=Nc2ccc(N(C)C)cc2)o1
    43[activator], -20%, ?, 22
- COc1cccc(-c2nnc(NC(=O)c3ccc(S(=O)(=O)N4CCOCC4)cc3)o2)c1
    ?, -2%, 41%[activator], 9
- Nc1[nH]c(=S)[nH]c(=O)c1-c1ccccc1
    -1, 1%, -3%, 16
- O=C(N/N=C\c1ccc(F)cc1)c1cc(OCC(F)(F)F)ccc1OCC(F)(F)F
    4, -8%, -8%, -87*
- Cc1ccc(NC(=O)c2cc(N3C(=O)C=CC3=O)ccc2N2CCOCC2)cc1Cl
    ·, ?, ·, 71
- O=C(CCSc1ccccc1)NCCN1CCOCC1
    -1, 0%, -10%, 11
- CCOc1ccc(N(CC(=O)NC(C)(C)C)S(=O)(=O)c2c(C)noc2C)cc1
    -1, 5%, 2%, -8
- CCOc1ccc(CC(=O)Nc2c(C(N)=O)oc3ccccc23)cc1OCC
    ?, -6%, ·, -7
- Cc1nc(Cl)c(C(=O)NC(=O)NCc2ccccc2)c(C)c1Cl
    6, -3%, ·, 48
- CC1=C(OC(=O)c2ccccc2)C(C)(C)C(c2ccccc2)OC1=O (configuration not stated)
    4, 4%, -13%, 34

A different layout for 2 compounds above:
| molecule | IMPase cell inh | 12-hLO inh | 15-hLO-2 inh | PNC inhibitor |
| --- | --- | --- | --- | --- |
| Cc1nc(Cl)c(C(=O)NC(=O)NCc2ccccc2)c(C)c1Cl | 6 | -3% | · | 48 |
| O=C(N/N=C\c1ccc(F)cc1)c1cc(OCC(F)(F)F)ccc1OCC(F)(F)F | 4 | -8% | -8% | -87* |
